T cell modulator = modulators of CD8 T cell-vesicle binding, primary screen, mouse 2C CD8+ T cells, flow cytometry. 2C CD8+ T cell-vesicle binding; active compounds read low. calls only at 7 µM. actives 0.068% (n = 330,000). AID 2052, 2009;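 active = response, share of CD8 T cells binding vesicles, and their 90th percentile fluorescence all below set limits, cut at about 80% in these data, passing the limit was not always enough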
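Material: 2C TCR transgenic mouse naive CD8+ T cells, MACS-purified. Also added: QL9-charged Drosophila Ld/ICAM-1/B7-1 vesicles. Timing: binding 1.5 h at 37 °C. Measured by: high-throughput flow cytometry with anti-B7-1 and anti-CD8 staining. Read-out: percent CD8+ FL2 mean versus row control. Controls: Unloaded micro-vesicles (low), QL9 vesicles with 0.7% DMSO (high).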
TNAP activation fold = human TNAP enzyme activators, primary screen, biochemical, luminescent, no phosphate acceptor, uHTS (AID 1001) | Alkaline phosphatase, tissue-nonspecific isozyme (Homo sapiens) | purified TNAP, luminescent activation assay, no phosphate acceptor; higher activation fold means a stronger effect | one-dose activation fold at 20 µM; EC50 in µM for titrated hits | actives 0.03% (n = 200,000); in the data active = activation fold from about 3, or a potency from the dose series; inactive = the rest, 99 in 100 with activation fold below about 1.6; also: many of its hits are not listed in these tables
Dynein cargo inh = inhibitors of GR-EGFP nuclear translocation, primary screen, dynein cargo transport inhibitor project, imaging, high-content, 3617.4 mouse cells; test concentration mostly 20 µM; stimulated with dexamethasone, 1 µM; active compounds read low; z-score, hits read low; actives 0.47% (n = 220,000); AID 1381, 2008;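 active = plate z-score of nuclear minus cytoplasmic receptor signal below a set negative limit, without overly bright fluorescence or cell loss, cut at about -3.5 in these data, passing the limit was not always enough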;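 also: z-score of nuclear minus cytoplasmic ring GR-EGFP intensity difference per well; some compounds called inactive have numbers as strong as hits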
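Schedule: 48 h induction, then 1 h compound, then 30 min agonist, 37 °C. Buffer or medium: tetracycline-free induction medium containing charcoal-stripped FBS. Reagent: 1.0 µM final dexamethasone stimulus. Evaluation: nuclear versus cytoplasmic GR-EGFP signal, averaged per well. Signal: high-content fluorescence imaging after fixation.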
bCat nuc transl = modulators of beta-catenin nuclear translocation, primary screen, imaging, HeLa cells, immunofluorescence, high-content | nuclear translocation activity, % at 5 µM | actives 0.3% (n = 190,000) | AID 1665, 2009;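 active = nuclear translocation activity above 50% at 5 µM, with a well cell count of 50 or more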;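 also: per-cell ratio of nuclear to cytoplasmic median beta-catenin stain intensity; plate controls were DMSO negative control for no effect and GSK-3 inhibitor IX positive control for full effect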
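Test system: human HeLa cell line; Doses: 5 µM primary, 0.02–20 µM confirmation; Incubation: 24 h compound exposure, 37°C; Detection: beta-catenin immunofluorescence imaging with DAPI; Read-out: beta-catenin nuclear/cytoplasmic ratio, % activation.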
Insulin prom up = insulin promoter activators in MIN6 cells, imaging, high-content screening, mouse beta cells | MIN6 insulin promoter-GFP reporter; active compounds read high | z-score at 5 µM | actives 0.3% (n = 190,000) | AID 1625, 2009;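 active = z-score above 3 at 5 µM with at least 500 cells counted in the well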
Hep lipid drop = inhibitors of hepatocyte lipid droplet formation, primary screen, imaging, high-throughput imaging, BODIPY stain; AML12 mouse hepatocytes, oleate lipid droplets; inhibition, % at 6.5 µM; actives 0.4% (n = 240,000);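 active = lipid droplet intensity inhibited by at least 50%, with more than 500 cells counted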
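Material – mouse AML12 hepatocyte cell line, fixed after treatment · Compound dosing – one dose, 6.5 µM compound · Times – compound with oleate, overnight · Measured by – Image-based BODIPY and DAPI two-channel analysis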
Myeloid diff MLP = induction of myeloid progenitor differentiation, primary screen, cell-based, flow cytometry, MLPCN library; ER-HoxA9 myeloid progenitors, lysozyme-GFP differentiation; calls only at 10 µM; actives 1% (n = 360,000);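 active = normalized GFP-positive differentiation at or above the plate's own cutoff, the solvent-only control mean plus 3 SD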;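 also: cells exposed to compound for four days before flow analysis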
MT stabilizer = microtubule stabilizers in HeLa cells, primary screen, imaging, high-content imaging; HeLa tubulin immunostaining HCS, 24 h; share of cells brighter than vehicle mean+2SD; actives 0.83% (n = 200,000); AID 2205, 2009; % tubulin-high responders, % at 10 µM;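 active = plate Z-score above 3 for both tubulin-high and condensed-nucleus cell shares, with cell loss under 80%, at 10 µM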;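 also: anti alpha tubulin signal scored within the nucleus-defined area of each cell; some results filed as inactive read as strong as hits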
human PMI inhibition = inhibitors of human PMI, primary screen, biochemical, fluorescence intensity, coupled assay (AID 1209) | actives 0.42% (n = 190,000) | Mannose-6-phosphate isomerase (Homo sapiens) | one-dose inhibition, % at 20 µM; IC50 in µM for titrated hits | purified PMI enzyme, coupled fluorescence intensity; higher % means a stronger effect; in the data active = inhibition above about 50%;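 also: plate controls were DMSO vehicle for no effect and wells lacking substrate for full effect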
Dynein cargo inh cytoplasmic EGFP = also measured in Dynein cargo inh; calls as there; z-score; measured here: cytoplasmic GR-EGFP intensity; active compounds read high
Dynein cargo inh nuclear GR-EGFP = recorded beside Dynein cargo inh, whose call it bears; z-score; measured here: nuclear GR-EGFP intensity;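 lower value marks the stronger effect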
Dynein cargo inh cell count = further read-out of Dynein cargo inh, marked with its call; z-score; measured here: cell count per field
Insulin prom up cell count = second read-out of Insulin prom up, no call of its own (marks repeat the call); cell count; measured here: cytotoxicity, nuclei count;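 total cells summed across four imaged fields per well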
Hep lipid drop cells 6.5 µM = recorded beside Hep lipid drop, whose call it bears; cell count; measured here: cell count, cytotoxicity flag;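 cells counted across two imaged fields per well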
bCat nuc transl cell count 5 µM = recorded beside bCat nuc transl, whose call it bears; cell count; measured here: cell count, cytotoxicity flag
T cell modulator vesicle-bound % = recorded beside T cell modulator, whose call it bears; double positive events, %; measured here: CD8+ vesicle-bound cell fraction;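 binding gate set so that unloaded-vesicle control wells show 10% double positive cells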
MT stabilizer Hoechst-high % = second read-out of MT stabilizer, no call of its own (marks repeat the call); % Hoechst-high responders; measured here: nuclear condensation Hoechst responders;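 share of cells brighter than vehicle mean plus two SD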
MT stabilizer cytotoxicity % = also measured in MT stabilizer; calls as there; toxicity, %; measured here: cytotoxicity by cell density;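 0% = mean cell density of plate MIN control wells and 100% = no cells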
Myeloid diff MLP GFP+ MAC1+ % = further read-out of Myeloid diff MLP, marked with its call; GFP+ MAC1+ double positive, %; measured here: differentiation confirmed by MAC1 staining
* = called active by the depositor; i = inactive; . = no result given.

SMILES | T cell modulator | T cell modulator vesicle-bound % | TNAP activation fold | Dynein cargo inh | Dynein cargo inh cytoplasmic EGFP | Dynein cargo inh nuclear GR-EGFP | Dynein cargo inh cell count | bCat nuc transl | bCat nuc transl cell count 5 µM | Insulin prom up | Insulin prom up cell count | Hep lipid drop | Hep lipid drop cells 6.5 µM | Myeloid diff MLP | Myeloid diff MLP GFP+ MAC1+ % | MT stabilizer | MT stabilizer Hoechst-high % | MT stabilizer cytotoxicity % | human PMI inhibition
CCCc1cc(=O)[nH]c(SCC(=O)Nc2nc(-c3ccccc3)cs2)n1 | i | 46.6 | 1 | 0.0883 | -0.256 | 0.0606 | -0.702 | -2.4 | 1078 | -0.27 | 1022 | -7.3 | 673 | i | 0.2 | 1.2 | 1.9 | 2.5 | -8.1%
Cc1ccc(C2=[N+]([O-])C3(CCCCC/C3=N\NC(N)=O)N(O)C2(C)C)o1 (stereo not drawn) | i | 61.1 | 1.3 | 3.57 | -0.169 | 2.29 | -1.9 | . | . | -0.48 | 980 | 8.3 | 766 | i | 0.5 | 3.7 | 2.1 | 1.1 | -4.7%
CS/C(=N\S(=O)(=O)c1cccs1)Nc1cccc(Cl)c1C | i | 46.5 | 1 | -0.794 | -0.237 | -0.107 | 0.818 | 0.7 | 1030 | -0.47 | 1395 | -11.0 | 483 | i | 0.3 | 3.9 | 2.5 | 9.0 | -1.3%
CC(C)CC(OC(=O)c1cccs1)C(=O)NCC1CCCO1 (stereo not drawn) | i | 54.4 | 1.1 | 0.341 | -0.194 | 0.234 | -0.966 | -3.4 | 1056 | 0.46 | 1281 | . | . | i | 0.9 | 2.9 | 2.9 | 6.2 | 3.7%
O=C(N/N=C/c1c[nH]c2ccccc12)c1sc2ccccc2c1Cl | i | 1.2 | 0.9 | 0.423 | -0.1 | 0.174 | -0.789 | -1.8 | 1123 | -0.14 | 1468 | 15.5 | 711 | i | 1.6 | 3.9 | 3.6 | 0.1 | 17.1%
Clc1ccc(-c2cc(-c3ccccn3)on2)c(Cl)c1 | i | 46.4 | . | 0.157 | -0.271 | 0.0244 | -0.113 | -3.0 | 1173 | -0.07 | 1298 | -18.6 | 695 | i | 0.3 | . | . | . | .
Cc1csc(N/N=C/c2ccc(O)c([N+](=O)[O-])c2)n1 | i | 53.1 | 0.9 | 0.00524 | 0.118 | 0.393 | -0.199 | . | . | 0.33 | 891 | 0.1 | 747 | i | 1.1 | 0.8 | 1.3 | 5.3 | 12.2%
COc1ccc(NC(=O)C2CCCN(c3cc(C)nc4ncnn34)C2)cc1 (stereo not drawn) | i | 36.9 | 1.1 | -0.832 | -0.292 | -0.209 | -0.0436 | 0.9 | 1005 | -1.2 | 1504 | 8.1 | 713 | i | 0.2 | 1.0 | 1.3 | 6.4 | 8.7%
C/C(=C\c1cc(C(=O)O)c(C)o1)CO | i | 29.9 | 1.1 | -0.408 | -0.209 | 0.0414 | 0.522 | -0.1 | 1071 | -1.21 | 1344 | 0.6 | 685 | i | 0.4 | 2.1 | 1.6 | 5.0 | 11.9%
Cc1ccc(NC(=O)C2CCN(C(=O)NC3CCCCC3)CC2)cc1 | i | 56.8 | 1.1 | 0.2 | -0.277 | -0.261 | 0.884 | -1.3 | 1187 | -0.05 | 1221 | -12.4 | 733 | i | 1.2 | 3.4 | 1.7 | 0.1 | -7.3%
N#CCC(=O)N/N=C/c1ccc(SCC(=O)Nc2ccccc2)o1 | i | 6.3 | 1 | -0.678 | -0.305 | -0.342 | 0.149 | -0.1 | 1078 | -0.64 | 1264 | -3.1 | 710 | i | 0.4 | 1.9 | 2.6 | 5.5 | 28.0%
CSc1nc(C)nc(C2CC2)c1C#N | i | 15.5 | . | 1.29 | -0.206 | 0.5 | -0.23 | 1.2 | 1016 | 0.09 | 1504 | 4.3 | 738 | i | 0.2 | . | . | . | .
CC1(C)CC(=O)C2=C(C1)N(C1CCCCC1)C(=O)C2(O)C(F)(F)F (stereo not drawn) | i | 42.6 | 1.1 | 0.147 | 0.38 | 0.163 | 0.491 | . | . | 0.73 | 924 | 11.1 | 814 | i | 1.0 | 1.2 | 1.7 | 5.8 | 6.2%
CCSc1nc2ccccc2n1CC(=O)N1CCOCC1 | i | 36.2 | 1.1 | -0.232 | -0.252 | 0.479 | 0.594 | -0.1 | 467 | -0.17 | 1115 | 29.4 | 780 | i | 0.4 | 3.3 | 2.3 | 5.7 | 2.8%
O=C(NCc1ccc2c(c1)OCO2)c1ccc(CSCc2cccc(Cl)c2)o1 | i | 44.6 | 1.1 | -0.163 | -0.248 | -0.00226 | 0.494 | -0.5 | 1103 | -0.11 | 1437 | -6.6 | 598 | i | 0.3 | 2.1 | 2.3 | 3.1 | 24.2%
CCOc1ccc2nc(NC(=O)C3=NN(c4ccccc4)C(=O)CC3)sc2c1 | i | 51.8 | 1 | 0.938 | -0.256 | 0.0637 | -0.643 | 4.9 | 969 | -0.9 | 1059 | -11.8 | 696 | i | 0.3 | 6.8 | 1.4 | 10.6 | 6.8%
Cc1cc(/C=C\c2nc(O)c([N+](=O)[O-])c(=O)[nH]2)c(C)n1-c1ccccc1 | i | 52.5 | 0.9 | 0.132 | 0.4 | 0.105 | 0.268 | -2.6 | 1133 | 0.1 | 1645 | 2.7 | 649 | i | 0.3 | 2.5 | 0.7 | 4.3 | -13.3%
COC(=O)c1sccc1NC(=O)Nc1cc(C)ccc1C | i | 49.4 | 1 | -0.238 | -0.272 | -0.164 | 0.354 | -0.7 | 1016 | 0.75 | 1639 | 0.0 | 704 | i | 0.2 | 2.5 | 2.6 | 4.2 | -7.6%
Cc1ccc(S(=O)(=O)N2CCN(c3cnn(C)c(=O)c3Cl)CC2)cc1 | i | 36.7 | 1.1 | 0.534 | -0.242 | 0.118 | -0.761 | -0.5 | 1065 | -0.51 | 1511 | 2.3 | 708 | i | 0.1 | 3.4 | 2.9 | 6.5 | 1.3%
Cc1cc(COc2ccccc2OCc2cc(C)no2)on1 | i | 38.2 | 1.1 | -0.385 | -0.24 | -0.29 | -0.138 | 0.4 | 1041 | -0.72 | 1469 | 11.6 | 628 | i | 0.5 | 2.7 | 1.8 | 1.0 | 0.0%
COC(=O)N1N=C(c2ccc(Br)cc2)CC1(O)C(F)(F)F (stereo not drawn) | i | 25.1 | 1.1 | -0.773 | 0.205 | -0.62 | 0.848 | -0.1 | 995 | 0.29 | 1342 | 0.7 | 591 | i | 0.5 | 2.1 | 2.6 | 1.9 | 6.0%
CCOC(=O)N1CCN(c2ccc(C(=O)c3ccccc3)cc2F)CC1 | i | 31.1 | 0.9 | -1.8 | -0.21 | -0.676 | 1.92 | 2.4 | 695 | -1.35 | 913 | . | . | i | 0.4 | 1.9 | 2.5 | 9.2 | 3.0%
CC(C)(C(N)=O)c1ccccc1 | i | 37.6 | . | -0.332 | -0.246 | -0.205 | 0.0213 | -1.8 | 1134 | 0.15 | 1433 | 29.3 | 802 | i | 0.4 | . | . | . | .
Cc1cccc(COCC(CC(C)C)N2CCN(C(=O)c3ccc(C(C)(C)C)cc3)CCC2=O)c1 (stereo not drawn) | . | . | 0.9 | 0.738 | 0.232 | 0.72 | 0.375 | . | . | . | . | -4.3 | 777 | i | 1.1 | 1.9 | 3.0 | 8.5 | -6.8%
O=C(c1noc2c1CCc1ccccc1-2)N1CCCc2ccccc21 | i | 9.3 | 1 | -0.567 | -0.511 | -0.183 | 0.0761 | 1.9 | 1457 | -0.73 | 1409 | . | . | i | 6.9 | 4.2 | 2.3 | 11.1 | 4.8%
Nc1nc(-c2ccc([N+](=O)[O-])cc2)cs1 | i | 5.9 | 1.1 | -0.448 | -0.133 | -0.353 | -0.255 | -1.7 | 1114 | -0.38 | 1553 | 7.3 | 663 | i | 0.8 | 4.7 | 2.8 | 7.0 | -6.7%
CCOC(=O)c1oc2nc(CC(C)C)c3c(c2c1N)CCCC3 | i | 35.8 | . | 1.35 | -0.142 | 0.524 | -0.84 | -5.1 | 1175 | 0.01 | 1393 | 2.3 | 709 | i | 0.3 | . | . | . | .
Cc1c(C(=O)OC2CCCCC2)sc2nc[nH]c(=O)c12 | i | 10.8 | 1.2 | -0.169 | -0.207 | -0.284 | -0.127 | -1.5 | 1106 | -0.51 | 1287 | 15.4 | 696 | i | 5.4 | 3.1 | 1.1 | 5.8 | 19.3%
O=C(N/N=C/c1ccccn1)c1cccnc1 | i | 29.6 | . | -0.0561 | -0.205 | -0.317 | -0.122 | -1.8 | 1109 | 0.32 | 1442 | -0.1 | 675 | i | 0.8 | . | . | . | .
CC1(c2ccccc2)NC(=O)N(CCOc2ccccc2)C1=O (stereo not drawn) | i | 41.3 | 1.1 | 0.0688 | -0.257 | 0.421 | 0.628 | 4.2 | 690 | 0.44 | 1219 | . | . | i | 1.2 | 2.3 | 3.5 | 7.7 | 6.9%

Screening results: PubChem, several laboratories

Rows are unselected; overall some 3% were active at least once.
